ERK EGF block = inhibitors of EGF-stimulated ERK signaling pathway; actives 0.41% (n = 130,000); AID 1454; HEK293-V1b, EGF-stimulated phospho-ERK AlphaScreen; Potency, µM (highest dose often 11.5 µM), for inactives: at the top dose activity change, negative = inhibition, usual class: inhibitors; active = well fitted inhibition curve with a large enough effect; inconclusive = small, poorly fitted or top-dose-only effect, or effect the other way;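 note: plate controls were stimulated vehicle wells for no effect and unstimulated vehicle basal for full effect; nearly all actives have a fitted effect of over 55% in size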
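After overnight plating in 1% FBS, HEK293-V1b cells received test compound for half an hour, then a 5 min pulse of EGF (25 nM); ERK phosphorylation in lysates was read by bead-based AlphaScreen.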
Numbers without * were called inactive; ? = inconclusive; & = joins results of further samples; [ ] = remark or other dose. Potency is the fitted concentration of half-maximal effect. Only part of the results is shown, so the mix of outcomes need not match the whole.

SMILES	ERK EGF block
CC(C)(C)C(=O)NC1=NN(c2c(Cl)cc(Cl)cc2Cl)C(=O)C1	10%
Clc1cccc(N/N=C(\Cc2nc3ccccc3[nH]2)c2ccccc2)c1	-2%
CCCCCCCNC(=O)C1CC(=O)N(C)C(=Nc2ccc(OC)cc2)S1 (centres undefined)	10%
C#CC[N+](CC)(CC)CC#Cc1ccccc1	-9%[57.5 µM]
O=C(Nc1nc(-c2ccc(F)cc2)cs1)c1cccnc1	?
Cc1cc(N2CCN(C(c3ccccc3)c3ccc(Cl)cc3)CC2)n2ncnc2n1 (centres undefined)	-4%
COc1cc2c(cc1OC)CN(Cc1cc(OC)c(O)c(OC)c1)CC2	-6%
COC(=O)c1cc2c(N)c(C(=O)c3ccccc3)sc2nc1C(OC)OC	17%[57.5 µM]
O=S(=O)(NCCSc1ccccn1)c1ccc(Cl)cc1	-1%
COCCn1c(SC(C(=O)Nc2cc(C)ccc2OC)c2ccccc2)nnc1-c1ccc(Cl)cc1 (centres undefined)	2%
COc1cccc(C2CC(C(F)(F)F)n3ncc(C(=O)Nc4c(C)n(C)n(-c5ccccc5)c4=O)c3N2)c1 (centres undefined)	-4%
CCOc1ccc(C(=O)Nc2cccc(-c3ccc4nncn4n3)c2)cc1	-13%
Cc1cc(N/N=C/c2ccccc2F)c2ccccc2n1	-1%
COCc1nnc(NC(=O)c2cc(C(=O)OC)cc([N+](=O)[O-])c2)s1	3%
Cc1ccc(NC(=S)NC(NC(=O)N(C)C)C(Cl)(Cl)Cl)cc1 (centres undefined)	4%
C/C(CC(=O)Nc1cccc(F)c1)=N\NC(=O)C(=O)NC1CCCCC1	-2%
CCOCCCNC(=S)N1CCCN(c2nc3cc(C)c(C)cc3cc2C#N)CC1	-3%
COc1ccc(N2C(=O)C(CC(=O)Nc3ccccc3)N(Cc3ccccn3)C2=S)cc1 (centres undefined)	7%
Cn1c(C(=O)NCCN2CCN(Cc3ccccc3)CC2)cc2c(=O)n(C)c3ccccc3c21	-12%[57.5 µM]
COc1cc(N(C)C)c([N+](=O)[O-])cc1C(=O)NC(C)CNc1ccc([N+](=O)[O-])cc1Cl (centres undefined)	2%
CC1CC(NC(=O)Cc2ccc(Br)cc2)CC(C)(C)C1 (centres undefined)	-4%
CCOc1ccccc1N1CCN(C(=O)COc2ccc3c(C)cc(=O)oc3c2)CC1	0%
Cc1ccc2nc(NS(C)(=O)=O)sc2c1	-10%
COCCN1C(=O)N[C@@H](CCc2ccccc2)C(C(C)=O)=C1C	7%&-31%
CCOC(=O)N1CCN(C(=O)CSc2ccc(-c3ccc(OC)cc3)nn2)CC1	-16%
CCN(CC)S(=O)(=O)c1cc(C(=O)O)ccc1OC	10%[57.5 µM]
CC(C)(C)c1ccc(-c2noc(CCC(=O)NCc3ccco3)n2)cc1	0%
O=[N+]([O-])c1cc2cccnc2c2ncccc12	5%[57.5 µM]
c1ccc(-c2nnc(C(c3ccccc3)c3ccccc3)o2)cc1	9%
N#Cc1cc2c(nc1SCc1ccc(Cl)cc1)CCCC2	?

The final 2 records of the part before open the next one.
SMILES	ERK EGF block
c1ccc(-c2nnc(C(c3ccccc3)c3ccccc3)o2)cc1	9%
N#Cc1cc2c(nc1SCc1ccc(Cl)cc1)CCCC2	?
CC(=O)Nc1ccc(SCC(=O)Nc2ccccc2-c2ccccc2)cc1	5%
COc1cc(S(N)(=O)=O)c(OC)cc1N	12%[57.5 µM]
Oc1[nH]c2ccccc2c1C1=NCCCCC1	1%
O=C(NN1C(=O)/C(=C/c2cccs2)SC1=S)c1ccccc1	0%
CN1CCN(Cc2nc3c(c(=O)[nH]c(=O)n3C)n2CCc2ccccc2)CC1	14%
NC(=O)c1ccc(C(F)(F)F)cn1	-5%
CCCCNC(=O)CSc1nc2cc3c(cc2c(=O)n1Cc1ccco1)OCO3	3%
O=c1[nH]nc(SCc2cc(Cl)ccc2Cl)c(=O)[nH]1	11%[57.5 µM]
CC(=O)NS(=O)(=O)c1ccc2sc(C)nc2c1	7%[57.5 µM]
Cc1ccc2cc(CCNC(=O)CC(C)(C)C)c(=O)[nH]c2c1C	4%
O=C(NC(=S)Nc1ccc(Br)cn1)c1cccnc1	2%[57.5 µM]
Cn1cc(CC(=O)NCCCN2CCOCC2)c2ccccc21	3%
CC1CC(C)CN(c2nc(NCc3ccco3)nc(N)c2[N+](=O)[O-])C1 (centres undefined)	5%
CCN(CC)C(=O)c1cc2c(=O)c3cc(F)ccc3oc2nc1C	-2%
COC(=O)c1sccc1NC(=O)c1ccc(C)s1	-1%
COc1ccc2c(COC(=O)CC3Sc4ccccc4NC3=O)cc(=O)oc2c1 (centres undefined)	-6%
Cc1nc(C(=O)NCCC(C)C)sc1C1(C)CC(c2cccc([N+](=O)[O-])c2)=NO1 (centres undefined)	8%[57.5 µM]
CSc1ccccc1NC(=O)Nc1cccc(Cl)c1C	9%
CCOC(=O)c1cnc(-c2ccccc2)nc1N1CCOCC1	-6%
O=C(O)c1ccc(/C=N/Nc2ccc(S(=O)(=O)N3CCCC3)cc2[N+](=O)[O-])cc1	-9%[57.5 µM]
O=C(CC1SC(=NCc2ccccc2)NC1=O)Nc1ccccc1 (centres undefined)	3%
Cc1sc2nc(CSc3ncn[nH]3)[nH]c(=O)c2c1C	6%
O=C(Nc1ccc(C(=O)O)cc1)/C(=C\c1ccco1)NC(=O)c1ccccc1	-3%
Cc1cccc(NC(=S)N(C)C2CCCCC2)c1	-13%
Cc1cccc(COCC(Cc2ccccc2)N2CCN(C(=O)c3cc(Cl)cc(Cl)c3)CCC2=O)c1 (centres undefined)	4%
CC1CCN(C(=O)COC(=O)c2ccccc2NC(=O)c2ccco2)CC1	4%
COc1ccccc1N(CC(=O)NCc1ccc(F)cc1)C(=O)CCC(=O)Nc1ccccn1	2%
COc1cc(-c2cc(-c3nnco3)c3ccccc3n2)cc(OC)c1OC	1%
O=C(CSC1=Nc2ccccc2C2CC=NN12)Nc1ccc2c(c1)OCO2 (centres undefined)	-12%
COc1ccc(C(c2sc3nc(C)nn3c2O)N2CC(C)OC(C)C2)cc1OC (centres undefined)	1%

Of the compounds above, two have a CF3 group:
SMILES	ERK EGF block
COc1cccc(C2CC(C(F)(F)F)n3ncc(C(=O)Nc4c(C)n(C)n(-c5ccccc5)c4=O)c3N2)c1 (centres undefined)	-4%
NC(=O)c1ccc(C(F)(F)F)cn1	-5%

Further records:
SMILES	ERK EGF block
CC(C)CC(NC(=O)C(NC(=O)C(Cc1ccc(OCc2ccccc2)cc1)NC(=O)OC(C)(C)C)C(C)C)C(N)=O (centres undefined)	4%
CC(C)Nc1nc(NC(C)(C)C)nc(Oc2ccc(=O)n(C)n2)n1	-4%
CCCOc1ccc(-c2nc[nH]c2[N+](=O)[O-])cc1	-4%
O=C(O)/C=C/C(=O)NCc1cn(-c2ccccc2)nc1-c1cccc(Br)c1	-1%[57.5 µM]
Cc1cc(C)c(C)c(OCCOCCNCc2ccccc2)c1	5%
COc1cccc(OC)c1C(=O)NC(=S)Nc1ccc(S(=O)(=O)Nc2nccs2)cc1	?
COc1ccc(C(=O)N/C(=C\c2ccco2)C(=O)NCc2cccnc2)cc1	6%
CCCN=C1CC(C)(C)CC(=O)/C1=C(/O)CCCN1C(=O)c2ccccc2C1=O	-1%
CN(C)c1ccc(C(=O)NC2CCCc3ccccc32)cc1 (centres undefined)	15%
COC(=O)c1ccc2c(=O)n(CCN3CCOCC3)c(SCC(=O)c3ccccc3)nc2c1	3%[57.5 µM]
C=CCN1C(=O)C(CCCC)NC1=S (centres undefined)	-10%
O=c1cc(-c2ccccc2)oc2c(O)c(O)ccc12	-15%
CC(C)c1nnc(NC(=O)C2CCCCC2)s1	-7%
COCCOC(=O)c1ccc(NC(=O)COc2ccc([N+](=O)[O-])cc2)cc1	-1%
CCOc1ccccc1Nc1nc(-c2sc(C)nc2C)cs1	9%
COc1cc(OC)c(C(=O)/C=C/c2ccccc2)c(O)c1O	2%[57.5 µM]
Cc1ccccc1NCC(=O)N/N=C\C=C\c1cccc([N+](=O)[O-])c1	5%
O=C(Nc1nc2c(s1)CCCC2)c1cc(-c2ccncc2)nc2ccccc12	4%
CCCCNc1c2c3c(cccc3n(C)c1=O)C(=O)c1ccccc1-2	?
CSc1ncc(CN2CCc3c([nH]c4ccccc34)C2c2cccc(O)c2)cn1 (centres undefined)	-2%
COc1ccccc1OCCSc1nc2ccccc2n1CCO	-2%
COc1ccc2c(c1)O[C@H](c1ccc3c(c1)OCO3)[C@@H](OC(=O)NCc1ccc3c(c1)OCO3)C2=O	0%
C=CCNC(=S)N1CCN(CCN=CC2=C(O)CC(c3ccc(Cl)cc3)CC2=O)CC1 (centres undefined)	6%[57.5 µM]
Cc1noc(C)c1CSc1nnc(-c2ccccc2)o1	3%
Cc1cccc(OCc2nnc(SCC(=O)N3c4ccccc4CC3C)n2C)c1C (centres undefined)	3%
O=c1cc(CN2CCN(c3ccc(O)cc3)CC2)nc2scc(-c3ccccc3)n12	-6%
CNc1n[nH]c(=S)s1	6%[57.5 µM]
S=c1[nH]nc(-c2ccccc2)n1/N=C/c1c[nH]c2ccccc12	-10%
COc1ccc2[nH]cc(CCNc3ncnc4ccc(-c5ccccc5CN(C)C)cc34)c2c1	11%
C/C(=N/NC(=O)c1ccn(C)n1)c1ccncc1	6%[57.5 µM]
O=C(CCN1C(=O)c2ccccc2C1=O)Nc1sc2c(c1C(=O)NCC1CCCO1)CCC2 (centres undefined)	1%
COc1ccc(/C=C(/NC(=O)c2ccccc2)C(=O)N/N=C/c2sccc2C)cc1	3%
COc1ccc(CCNC(=O)/C=C/C(=O)O)cc1OC	-6%
COc1ccc(C2CC(c3ccc(OC)c(OC)c3)=NN2S(C)(=O)=O)cc1 (centres undefined)	-5%[57.5 µM]
C[C@@H](C(=O)N1CCNCC1)n1cc(CCC(=O)O)nn1	-15%[57.5 µM]
Cc1cccc(-n2c(SCC(=O)Nc3ncc(Cl)cc3Cl)nc3ccccc32)c1	5%
COc1ccc(C(=O)[C@H]2[C@H]3C(=O)N(c4ccccc4)C(=O)[C@H]3C3C=CC=NN32)cc1 (some centres undefined)	?
O=c1c2ccccc2nc(/C=C/c2cccc([N+](=O)[O-])c2)n1CCO	2%
Cc1cc2cc(CNC(=S)NCc3ccccc3)ccc2n1C	8%
CCOc1ccc(C2C(C#N)=C(N)Oc3cc(C)[nH]c(=O)c32)cc1OC (centres undefined)	-7%[57.5 µM]
COc1ccc2[nH]cc(CCNc3ncnc4ccc(-c5ccccc5C#N)cc34)c2c1	33%
C/C(=N\N1CCN(c2ccccc2)CC1)c1cccs1	-6%[57.5 µM]
COC(=O)C(C)(C)ONC(=O)Nc1ccccc1Br	3%
CC(=O)c1cccc(NC(=S)NC(=O)c2ccccc2Br)c1	2%
CCCCNC(=O)COc1ccccc1[N+](=O)[O-]	6%
Cc1cnc(CNc2ncncc2-c2ccc(C(=O)N(C)C)cc2)cn1	24%
CN1c2ccc(Cl)cc2C(=O)NC1c1ccc([N+](=O)[O-])s1 (centres undefined)	13%[57.5 µM]
C[C@@H](C(=O)N[C@@H](CO)Cc1ccccc1)[C@@H]1C[C@@]1(C)[C@@H](NC(=O)OCc1ccccc1)c1ccccc1	1%
NS(=O)(=O)c1ccc(NC(=S)NCC2CCCO2)cc1 (centres undefined)	7%
Cc1cnc(CN(C)Cc2c(C(=O)N3CCc4ccccc4C3)nc3ccc(Cl)cn23)[nH]1	-17%
Cc1c(Cl)cnc(NC(=O)COC(=O)c2ccc([N+](=O)[O-])s2)c1Cl	8%
CC(C)CNC(=O)COC(=O)c1n[nH]c2ccccc12	0%
O=C(NC1(C(F)(F)F)NC(=O)N(C2CCCCC2)C1=O)C1CC1 (centres undefined)	-7%[57.5 µM]
COc1ccc(/C=C2\SC(=S)N(CC(=O)N3CCN(C)CC3)C2=O)cc1	?
O=C1NC(c2ccc(-c3ccccc3[N+](=O)[O-])o2)C(C(=O)c2ccc(Cl)cc2)C(O)(C(F)(F)F)N1 (centres undefined)	1%
CCCCNS(=O)(=O)c1ccc2nc(SCC(=O)Nc3cc(C)cc(C)c3)[nH]c2c1	3%
O=C(CCCn1c(=O)[nH]c2cc(Cl)ccc2c1=O)NCCCN1CCN(c2ccc(F)cc2)CC1	-2%
Cc1cc(C)cc(SCc2noc(C(=O)NCCCN3CCOCC3)c2C(=O)NCCCN2CCOCC2)c1	1%[57.5 µM]
Cc1cc(N2CCOCC2)n2ncc(-c3ccc(Cl)cc3)c2n1	6%[57.5 µM]
COC(=O)c1ccsc1NC(=O)c1ccccc1	-12%
COc1cc(C/C=C\c2ccccc2)c(OC)cc1O	-7%
O=C(O)/C=C/C(=O)NC1CCCCC1	9%

Structural class: the compounds so far with two or more sulfur atoms
SMILES	ERK EGF block
O=S(=O)(NCCSc1ccccn1)c1ccc(Cl)cc1	-1%
Cc1ccc2nc(NS(C)(=O)=O)sc2c1	-10%
O=C(NN1C(=O)/C(=C/c2cccs2)SC1=S)c1ccccc1	0%
CC(=O)NS(=O)(=O)c1ccc2sc(C)nc2c1	7%[57.5 µM]
COC(=O)c1sccc1NC(=O)c1ccc(C)s1	-1%
Cc1sc2nc(CSc3ncn[nH]3)[nH]c(=O)c2c1C	6%
COc1cccc(OC)c1C(=O)NC(=S)Nc1ccc(S(=O)(=O)Nc2nccs2)cc1	?
CCOc1ccccc1Nc1nc(-c2sc(C)nc2C)cs1	9%
CNc1n[nH]c(=S)s1	6%[57.5 µM]
NS(=O)(=O)c1ccc(NC(=S)NCC2CCCO2)cc1 (centres undefined)	7%
COc1ccc(/C=C2\SC(=S)N(CC(=O)N3CCN(C)CC3)C2=O)cc1	?
CCCCNS(=O)(=O)c1ccc2nc(SCC(=O)Nc3cc(C)cc(C)c3)[nH]c2c1	3%

Bioassay records from PubChem BioAssay.
